From PubChem
a7 integrin act: integrin-mediated muscular dystrophy alleviation activation; alpha7betagal myoblasts, beta-gal FDG fluorescence, 48 h; Potency, µM (titrated, usually from 38.3 µM), without a hit: at the top dose activation, hits mostly activators; 350,000 tested, 0.064% active; AID 624291;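 note: potency is the fitted concentration of half-maximal effect; 100% = response of the positive control SU9516; nearly all actives have a fitted effect of over 60% in size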
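Alpha7betagal+/- myoblasts (passage 13) were plated 16-24 hr, then exposed to compounds (1:260 dilution of DMSO stock) for 48 hours at 37C. After MPER lysis, β-galactosidase reporter activity was read as FDG fluorescence (ex 480/em 540) after 30 minutes.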
TSG101-PTAP inh: blocks PTAP/TSG101 interaction to inhibit HIV-1 budding; Potency, µM (highest dose often 115 µM), inactives show top-dose activity change, negative = inhibition, actives largely listed as inhibitors; Q99816; Fluorescence polarization, FITC-PTAP peptide / Tsg101 binding; 340,000 tested, under 10 active; active = well fitted inhibition curve with a large enough effect in the main read-out, with a control signal flat, not every such curve was filed as active; inconclusive = small, poorly fitted or top-dose-only effect, or effect the other way, or a change in a side signal; inactive = no such curve, though single readings can be large or run the other way; note: potency is the fitted concentration of half-maximal effect; % of control where 0% means no effect
Target sequence (Q99816 whole entry, looked up): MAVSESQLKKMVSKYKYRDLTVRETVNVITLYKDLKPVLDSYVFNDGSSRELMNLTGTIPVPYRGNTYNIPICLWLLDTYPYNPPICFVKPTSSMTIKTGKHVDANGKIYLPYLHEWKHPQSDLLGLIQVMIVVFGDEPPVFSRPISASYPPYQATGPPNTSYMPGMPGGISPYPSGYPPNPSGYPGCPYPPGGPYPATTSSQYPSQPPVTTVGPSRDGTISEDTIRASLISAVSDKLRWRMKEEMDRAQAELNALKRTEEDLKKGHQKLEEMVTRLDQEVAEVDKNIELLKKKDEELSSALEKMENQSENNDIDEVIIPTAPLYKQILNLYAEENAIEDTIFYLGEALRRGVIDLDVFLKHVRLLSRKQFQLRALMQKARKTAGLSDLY
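Fluorescence anisotropy tracks displacement of a FITC-tagged PTAP peptide (50 nM) from the Tsg101 binding domain (10 uM), following a 20 min room-temperature incubation at pH 7.5.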
ASM inhibitor: human S-ASM enzyme inhibition; P17405; placental ASM, HMU-PC fluorogenic substrate, 60 min; Potency, µM (highest dose often 57.5 µM), for inactives: top-dose activity change, negative = inhibition, hits mostly inhibitors; 340,000 tested, 0.006% active; AID 504937; note: potency is the fitted concentration of half-maximal effect
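qHTS format. ASM enzyme prepared from human placenta hydrolyses the fluorogenic substrate HMU-PC0 (9 uM final) over 60 min at 37 °C after a 10 min compound preincubation.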
Eya2 inh: inhibitors of human Eya2 phosphatase activity. O00167. Potency, µM (titrated, usually from 76.9 µM), for the others: at the highest dose activity, negative = inhibition, usual class: inhibitors. AID 488837. recombinant Eya2, OMFP fluorescence dephosphorylation (OMFP is methylfluorescein phosphate). 330,000 tested, 0.006% active; note: potency is the fitted concentration of half-maximal effect; % is set by controls: 0 for no effect and ±100 for the full control effect
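Eya2 protein (added as 0.2 uM solution) was preincubated with compound for 10 min at ambient temperature in 50 mM HEPES pH 7.5, 50 mM NaCl, 5 uM MgCl2, 0.05% BSA, 1 mM DTT. OMFP (added at 50 uM) then reacted 10 min; fluorescence read at 485/525 nm.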
TCR act: activates T cell receptor signaling; primary human leukocytes, anti-CD3, IL-2 HTRF, 48 h; Potency, µM (highest dose often 9.22 µM), inactives show at the highest dose activation of IL-2 secretion, actives largely listed as activators; 330,000 tested, under 10 active; note: % of control where 0% means no effect
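Primary human leukocytes receive a-CD3 beads and test compound and are incubated 48 hr. Secreted IL-2 is then assayed by HTRF, measuring 665nm acceptor emission after 320nm excitation of the europium donor.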
TSHR antag: blocks TSH signaling through the human TSH receptor; TSHR-expressing cells, TSH-stimulated cAMP HTRF, 2 h; hits give low values; 330,000 tested, 0.2% active; activity change, negative = inhibition, % at 11.5 µM; AID 504810;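 active = activity change below a set negative limit, meaning inhibition stronger than a set level, cut at about -70% in these data; inconclusive = activity change between two set negative limits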; note: % is set by controls: 0 for no effect and ±100 for the full control effect
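TSHR-expressing cells were treated with compounds, then stimulated with TSH at EC80 (4nM final) for 2 hours at 37 deg C. Cellular cAMP was measured by HTRF competition between lysate cAMP and cAMP-d2 for a cryptate-labelled anti-cAMP antibody.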
ELG1 repair inh: ELG1-dependent DNA repair inhibition | HEK293T ELG1-luciferase reporter, luminescence, 16 h; DNA damage induced by 5-fluorouridine | Potency, µM (titrated, usually from 46.1 µM), for inactives: at the top dose activity change, negative = inhibition, usual class: inhibitors | 330,000 tested, 2.3% active; note: potency is the fitted concentration of half-maximal effect; % is set by controls: 0 for no effect and ±100 for the full control effect; nearly all actives have a fitted effect of over 55% in size
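DMSO vehicle served as the neutral condition. Each well held 2,000 cells given 5-fluorouridine plus compound; after 16 hr at 37 °C/5% CO2, ONE-Glo was added and luciferase measured 30 min later.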
AT treatment: potential ataxia-telangiectasia treatment; Potency, µM (doses to about 57.5 µM), for inactives: top-dose activation, most hits filed as activators; 320,000 tested, 0.19% active; AID 485349; […] A-T fibroblasts, KAP-1 phosphorylation AlphaLISA; neocarzinostatin DNA damage 30 min before lysis; note: potency is the fitted concentration of half-maximal effect; % of control where 0% means no effect; nearly all actives have a fitted effect of over 45% in size
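ATM-like activity read as KAP-1 phosphorylation via AlphaLISA donor/acceptor antibody pairs after lysis and 6 hr at 25C. Cells were ATM-null patient fibroblasts ([…], hTERT), dosed 60 min, then exposed to the DSB inducer NCS for 30 min.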
Mito fusion yeast: mitochondrial division inhibition or fusion activation; S. cerevisiae fusion-defective mutant growth rescue, CellTiterGlo 48 h; Potency, µM (top dose mostly 46.1 µM), inactives show at the highest dose growth rescue (activation), actives largely listed as activators; 320,000 tested, 0.23% active; AID 485298;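 note: potency is the fitted concentration of half-maximal effect; % of control where 0% means no effect; nearly all actives have a fitted effect of over 45% in size; temperature-sensitive fusion mutants such as fzo1-1 at 37 °C on non-fermentable ethanol glycerol medium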
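Compounds are tested for their ability to restore growth of mitochondrial fusion-defective yeast strains at non-permissive 37C in YPEG medium over 48 hours. Viability is quantified by luciferase luminescence.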
Chronic BCR inh: chronic active BCR signaling inhibition; 340,000 tested, 0.05% active; ABC-DLBCL IkBa-CBG/CBR reporter, luminescence ratio, 4 h; Potency, µM (titrated, usually from 46.1 µM), for inactives: at the top dose ratio change, negative = lower green/red ratio, most hits filed as inhibitors; active = well fitted inhibition curve with a large enough effect in the signal ratio, with a control signal flat, not every such curve was filed as active; inconclusive = small, poorly fitted or top-dose-only effect, or effect the other way, or a change in a side signal; the % refers to the signal ratio;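 note: potency is the fitted concentration of half-maximal effect; plate controls were basal doxycycline-induced cells for no effect and cells given 10 µM MG132 for full effect; MG132 reads +100%, hits lower the ratio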
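TMD8 human ABC-DLBCL cells with doxycycline-inducible IκBα–green luciferase fusion and unfused red luciferase, in 0.5% FBS medium; compounds up to 46 uM, 4 h at 37C. Green/red luminescence ratio, filter-overlap corrected, fitted to concentration-response curves.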
Tb PFK inh: blocks T. brucei phosphofructokinase; O15648; T. brucei PFK, ADP-Glo luminescence; Potency, µM (doses to about 57.5 µM), without a hit: top-dose activity, negative = inhibition, usual class: inhibitors; 330,000 tested, 0.17% active; AID 485367;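 note: potency is the fitted concentration of half-maximal effect; 0% = uninhibited 1x PFK enzyme wells and -100% = no-enzyme wells; nearly all actives have a fitted effect of over 60% in size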
Target sequence (O15648 whole entry, looked up): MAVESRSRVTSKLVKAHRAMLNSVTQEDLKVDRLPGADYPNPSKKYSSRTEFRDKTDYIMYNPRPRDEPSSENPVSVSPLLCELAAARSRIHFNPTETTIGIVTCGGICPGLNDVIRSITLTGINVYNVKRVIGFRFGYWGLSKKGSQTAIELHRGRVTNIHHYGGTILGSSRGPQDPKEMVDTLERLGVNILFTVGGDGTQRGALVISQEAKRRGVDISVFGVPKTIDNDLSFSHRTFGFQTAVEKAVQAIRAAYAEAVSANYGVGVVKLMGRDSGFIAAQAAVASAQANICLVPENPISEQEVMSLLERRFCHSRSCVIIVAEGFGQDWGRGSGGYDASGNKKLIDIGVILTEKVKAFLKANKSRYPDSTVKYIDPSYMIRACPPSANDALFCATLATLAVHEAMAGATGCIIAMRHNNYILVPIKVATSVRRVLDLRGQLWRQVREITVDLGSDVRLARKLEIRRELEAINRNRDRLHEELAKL
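Luminescent ADP detection (ADP-Glo, two-step: ATP depletion then ADP-to-ATP conversion for luciferase) reported PFK activity after 45 min room-temperature reaction of 1.25 nM enzyme with 0.5 mM F6P and 0.1 mM ATP at pH 8.0.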
* = called active by the depositor; ? = inconclusive; . = not tested or not shown; [ ] = remark or other dose. Unless noted, calls come from the whole dose curve; as a rule, active = well fitted curve in the direction sought with a large enough effect; inconclusive = small, poorly fitted or top-dose-only effect, or another doubt; inactive = no such curve, though single readings can be large; an effect the other way counts as inactive or inconclusive.

SMILES | a7 integrin act | TSG101-PTAP inh | ASM inhibitor | Eya2 inh | TCR act | TSHR antag | ELG1 repair inh | AT treatment | Mito fusion yeast | Chronic BCR inh | Tb PFK inh
CCN(CC(=O)NC1CCS(=O)(=O)C1)C(=O)c1ccc(S(=O)(=O)N(CC)CC)cc1 (stereo not drawn) | 0% | 0% | 1% | 26% | . | 7 | 22% | 5% | 0% | 1% | 0%
O=C(COC(=O)c1cc[n+]([O-])cc1)Nc1ccc([N+](=O)[O-])cc1 | -5% | -5% | 5% | 5% | 15% | 4 | -14% | 4% | 3% | -1% | -5%
COc1ccc(NC(=O)C(c2ccc(OC)cc2)N(C)C(=O)c2cnccn2)cc1 (stereo not drawn) | 2% | -10% | 1% | -5% | -4% | 11 | -5% | 10% | -1% | 8% | 2%
CCOC(=O)N1CCC(n2c(SCC(=O)OCc3ccccc3)nc3ccsc3c2=O)CC1 | -12% | -4% | -3% | -14% | 6% | -12 | 23µM* | 10% | 22% | 6% | -1%
O=S(=O)(c1ccc(Cl)cc1)c1nc(-c2ccco2)oc1N1CCOCC1 | -2% | -1% | -2% | -13% | 1% | 1 | -9% | 0% | -4% | 1% | 1%
Nc1c(Cl)c(Cl)nc(C(=O)OCC(=O)NC2CCCCC2)c1Cl | 0% | -3% | -1% | 4% | -6% | -12 | 4% | 11% | -2% | -9% | -1%
CC(=O)c1ccc(-n2ccnc2)cc1 | 4% | 2% | 2% | -1% | 1% | 1 | -19% | -1% | 0% | -6% | -9%
CCC(C)C(NC(=O)C1CCC(=O)N1C(=O)OCc1ccccc1)C(=O)NC(Cc1ccccc1)C(N)=O (stereo not drawn) | 15% | -2% | 4% | -1% | 0% | -6 | -12% | 6% | -1% | -1% | 3%
O=C(NC1CC1)C1CCCN1C(=O)NC1CCCCC1 (stereo not drawn) | ? | 0% | 3% | -1% | -2% | 24 | -12% | 1% | 4% | 9% | -1%
O=C1CC(N2CCc3ccccc32)C(=O)N1c1ccccc1 (stereo not drawn) | 18% | 0% | 0% | -28% | 7% | -11 | 1% | -7% | -3% | ? | -2%
COc1ccccc1C1CC(=O)Nc2cc3c(cc21)OCCO3 (stereo not drawn) | -15% | -9% | -1% | -10% | 0% | 24 | 9% | . | 28% | 23µM* | 1%
CCOC(=O)c1c(NC(=O)COC(=O)Cc2c[nH]c3ccccc23)sc(C(=O)N(C)C)c1C | -1% | -3% | -11% | -1% | 5% | -12 | -22% | 1% | 3% | -5% | 0%
Cc1ccc(N(CCC(=O)O)S(=O)(=O)c2cccc(C(F)(F)F)c2)cc1 | ? | -1% | 1% | 14% | -5% | 22 | 10% | 3% | 7% | -1% | -12%
CCO[C@@H]1OC(C(=O)NCc2nc3ccccc3[nH]2)=C[C@H](c2ccc(C(F)(F)F)cc2)[C@H]1CCCO | -11% | -4% | -1% | 2% | -2% | 2 | ? | 10% | 0% | -17% | -2%
COc1ccc(C)cc1NC(=O)C1CCN(S(=O)(=O)c2cccc3cccnc23)CC1 | 16% | -6% | 8% | -1% | 2%[46.1 µM] | 20 | 23µM* | 12% | 8% | 12% | 4%
COc1cccc(C2=NOC(C(=O)N3CCN(Cc4ccccc4)CC3)C2)c1OC (stereo not drawn) | -19% | -2% | 1% | -13% | 7% | 5 | -10% | -9% | 0% | -6% | 2%
C#CCOCCOCCOCCNc1nc(N2CCN(C(=O)CCCCCCCCCCNC(=O)Cn3cc(C[C@@H](C)O)nn3)CC2)nc(N2CCN(C(=O)CCCCCCCCCCNC(=O)[C@H](CCCN=C(N)N)n3cc(C[C@@H](C)CC)nn3)CC2)n1 | -2% | 1% | ? | -36% | -5% | -6 | -28% | 11% | -6% | ? | -6%
Cc1ccc(S(=O)(=O)N2CCOC23CCN(S(=O)(=O)c2cccs2)CC3)cc1 | -23% | 0% | -5% | -16% | 2% | -12 | -4% | 3% | 11% | -1% | -4%
CCOc1ccc(Nc2nc(Cc3nnc(SCC(=O)O)o3)cs2)cc1 | 3% | -5% | 10% | -6% | 4% | 19 | 25% | 6% | -4% | 0% | 2%
CCc1ccc(NC2Nc3cc(C)nn3S2)cc1 (stereo not drawn) | -6% | -1% | -1% | -2% | 1%[46.1 µM] | 2 | ? | 1% | 22% | ? | -2%
Cc1cccc(NC(=S)NCCC(c2ccccc2)c2ccccc2)c1 | ? | ? | -2% | -5% | -2%[46.1 µM] | -4 | ? | -1% | ? | ? | 1%
COC(=O)[C@@]1(Cc2ccc(F)cc2)[C@H]2c3cc(C(=O)N4CCCC4)n(CCc4c[nH]c5ccc(OC)cc45)c3C[C@H]2CN1C(=O)c1ccccc1 | . | . | . | 8% | . | -4 | 2% | -3% | 0% | 3% | -1%
O=c1c(O[C@H]2O[C@@H](CO)[C@H](O)[C@@H](O)[C@@H]2O)c(-c2ccc(O)cc2)oc2cc(O)cc(O)c12 | -3% | -2% | -5% | 4% | -3% | -4 | 18% | 12% | -4% | 1% | 19%
O=C(CN1C(=O)c2ccccc2C1=O)NCc1ccc(N2CCOCC2)cc1 | -18% | -2% | -2% | 13% | -4% | 0 | 3% | 2% | -3% | 9% | 2%
CCN(CCNC(=O)C1CCCN(Cc2nc(-c3ccc(OC)cc3)oc2C)C1)c1ccccc1 (stereo not drawn) | -17%[7.66 µM] | -7% | -3% | -27% | 1% | -7 | ? | 12% | -35%[inhibitor] | -1% | 0%
COC(=O)c1cc(=O)c2c(C)nc(C(Cl)(Cl)Cl)nc2[nH]1 | -3% | -2% | 8% | -5% | -26% | -7 | 21% | -4% | -11% | -5% | -28%
CC1CCC(=NNC(=O)c2ccccc2-n2cccc2)CC1 (stereo not drawn) | 9% | 0% | 2% | 12% | 0% | 4 | 3% | -8% | -1% | 1% | -8%
COc1cccc(C=Nc2cccnc2)c1O | . | . | . | -16% | . | 0 | -7% | -1% | 2% | 0% | 0%
O=C(COC(=O)COc1ccc(Cl)cc1)NC1CCS(=O)(=O)C1 (stereo not drawn) | 21% | -2% | -4% | 13% | . | -6 | 4% | 4% | 1% | -1% | -1%
Cc1nc(N=Nc2ccc(O)cc2)n[nH]1 | 0% | -2% | -10% | 4% | -2% | 2 | ? | -15% | -12% | -11% | -11%
Cc1cc(C)n(CC(=O)NNC(=O)CCNC(=O)c2ccccc2Cl)n1 | -5% | -2% | 3% | 8% | 0% | -6 | 2% | 0% | -1% | -1% | -4%
O=C(c1ccc(NC2=NC3CS(=O)(=O)CC3S2)cc1)N1CCN(c2ccccc2)CC1 (stereo not drawn) | -5% | -7% | 5% | 0% | -5% | 11 | ? | 13% | 1% | -3% | 2%
Cc1ccc(C)c(S(=O)(=O)N2CCN(c3ncnc4sccc34)CC2)c1 | 0% | -1% | -5% | -1% | 2% | -36 | 1.8µM* | 1% | . | -16% | 6%
CCCn1c(=O)c(-c2nc3ccccc3[nH]2)c(O)c2ccccc21 | -77%[inhibitor] | 1% | 21% | -4% | 0% | 4 | 16% | 0% | -2% | 15% | -1%
CCOc1ccc(N2C(=O)CC(N3CCC(NC(=O)Nc4ccccc4)CC3)C2=O)cc1 (stereo not drawn) | 15% | 0% | 0% | 1% | 0% | -5 | -18% | 2% | 17% | 2% | 1%
O=C(NCCc1nc2ccccc2[nH]1)C1CCC(=O)N(CCc2cccc(F)c2)C1 (stereo not drawn) | 2% | -1% | . | 6% | 1% | 3 | -8% | 3% | -1% | 1% | 3%

Just Chronic BCR inh and ELG1 repair inh, for 2 of the compounds above:
SMILES	Chronic BCR inh	ELG1 repair inh
O=c1c(O[C@H]2O[C@@H](CO)[C@H](O)[C@@H](O)[C@@H]2O)c(-c2ccc(O)cc2)oc2cc(O)cc(O)c12	1%	18%
O=C(CN1C(=O)c2ccccc2C1=O)NCc1ccc(N2CCOCC2)cc1	9%	3%
